PostGolgi ctrl – growth inhibition of yeast control strain, primary screen, counter-screen for post-Golgi transport modulator project; AID 738, 2007; actives 5% (n = 98,000); efflux-deficient yeast background strain, growth absorbance A615, 16 h; inhibition, % at 10 µM
CYP2C9 act – human CYP2C9 activators, primary screen, biochemical, luminescence | Cytochrome P450 2C9 (Homo sapiens), P11712 | recombinant CYP2C9, luciferin-H conversion; active compounds read high; factor 1 = untreated enzyme, 0 = blocked | activation factor at 5 µM | actives 1.4% (n = 96,000) | AID 1024, 2008;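 active = activation factor of 2 or more for CYP2C9 at a 5 µM dose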;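 note: 0 = sulfaphenazole-blocked wells and 1 = vehicle-only wells; values of inactives mirror those of a sister screen read the other way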
PostGolgi yeast – phenotypic screen on post-Golgi transport, primary screen | inhibition, % at 10 µM | post-Golgi transport phenotypic cell assay | actives 0.9% (n = 98,000);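 note: yeast cells grown in 1536-well plates; yeast grown about 18 h at 30C before absorbance read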
PTK2B oligo ant – antagonists of Pyk2 self-association, primary screen, Q293 cells, FERM NanoBiT luminescence, HTS | AID 1347419, 2020 | z-score (the deposit names both 25 µM and 10 µM) | active compounds read low | Protein-tyrosine kinase 2-beta (Homo sapiens), Q14289 | actives 0.83% (n = 99,000);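 active = Z-score of -3 or lower, scaled per plate to the spread of control and sample wells; inactive = z-score above -3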;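 note: negative z-score means lost luminescence so less FERM oligomerization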
Target sequence (Q14289 whole entry, looked up): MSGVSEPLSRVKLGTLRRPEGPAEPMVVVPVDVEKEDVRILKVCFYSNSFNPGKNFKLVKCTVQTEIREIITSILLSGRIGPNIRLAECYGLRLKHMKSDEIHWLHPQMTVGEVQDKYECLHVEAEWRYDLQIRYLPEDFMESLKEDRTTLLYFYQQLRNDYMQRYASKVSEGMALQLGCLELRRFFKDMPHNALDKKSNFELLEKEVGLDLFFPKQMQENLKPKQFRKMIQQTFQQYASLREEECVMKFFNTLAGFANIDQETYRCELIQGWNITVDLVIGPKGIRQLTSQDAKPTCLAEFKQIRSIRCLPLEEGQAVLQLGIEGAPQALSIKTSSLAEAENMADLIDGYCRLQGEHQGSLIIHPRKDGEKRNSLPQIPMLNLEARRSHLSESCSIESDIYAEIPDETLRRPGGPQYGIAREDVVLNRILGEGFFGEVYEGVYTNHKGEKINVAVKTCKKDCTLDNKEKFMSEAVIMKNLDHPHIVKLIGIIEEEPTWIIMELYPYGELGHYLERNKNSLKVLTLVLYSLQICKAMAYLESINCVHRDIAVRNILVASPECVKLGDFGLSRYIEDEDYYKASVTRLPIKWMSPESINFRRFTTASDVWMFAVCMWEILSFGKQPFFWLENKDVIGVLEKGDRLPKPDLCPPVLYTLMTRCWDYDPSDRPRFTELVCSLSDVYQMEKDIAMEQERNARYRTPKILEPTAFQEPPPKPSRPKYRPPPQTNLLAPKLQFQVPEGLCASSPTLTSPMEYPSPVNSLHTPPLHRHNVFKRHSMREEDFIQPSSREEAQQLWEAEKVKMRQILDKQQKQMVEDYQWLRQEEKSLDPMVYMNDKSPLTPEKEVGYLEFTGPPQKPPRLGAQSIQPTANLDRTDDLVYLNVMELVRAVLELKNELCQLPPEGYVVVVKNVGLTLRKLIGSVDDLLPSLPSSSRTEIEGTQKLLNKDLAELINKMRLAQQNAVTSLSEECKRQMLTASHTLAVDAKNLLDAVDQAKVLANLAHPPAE
LYP inh 2 – PTPN22 phosphatase inhibitors, primary screen, biochemical, DiFMUP fluorescence, 2 µM; Tyrosine-protein phosphatase non-receptor type 22 (Homo sapiens), Q9Y2R2; recombinant LYP catalytic domain; inhibition, % at 2 µM; actives 0.21% (n = 96,000); AID 640, 2007;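 active = inhibition at 2 µM at or above a set limit, the screen mean plus 3 SD, cut at about 24% in these data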;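 note: 0% = DMSO with enzyme and 100% = enzyme fully blocked by orthovanadate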
CYP2C9 inh – blockers of cytochrome P450 2C9 activity – biochemical, luminescence, ADME assay, primary screen | P11712 | CYP2C9 Supersomes, luciferin-H conversion | inhibition, % at 5 µM | actives 20% (n = 96,000);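 active = blocking of liver enzyme CYP2C9 beyond about 50% at 5 µM, limit read from the data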; note: values of inactives mirror those of a sister screen read the other way
hDAT+cocaine – changed hDAT dopamine uptake under cocaine IC80, either direction, primary screen, cocaine antagonist project, cell-based, LLC-PK1 hDAT, [14C]-dopamine uptake, MLSMR. Sodium-dependent dopamine transporter (Homo sapiens), Q01959. LLC-PK1 hDAT cells, [14C]-dopamine uptake with cocaine IC80; actives deviate in either direction. B-score at 10 µM. actives 1.3% (n = 110,000);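 active = Z score or B-score, a plate-position-corrected score, falls beyond the plate's 99.7% confidence bounds, in either direction; inactive = both scores lie inside the 99.7% bounds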;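 note: scored against the spread of the other compound wells on the same plate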
Ecoli WT expand – growth inhibitors of wild-type E. coli, primary screen, strain BW25113, expanded library, OD600. growth inhibition, % at 100 µM. OD600 absorbance. actives 0.15% (n = 98,000);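 active = growth inhibition above about 50% at one test dose, limit read from the data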;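 note: growth measured after 20 h incubation at 37 °C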
LYP act – LYP phosphatase activators, primary screen, biochemical, DiFMUP fluorescence, 2 µM; Tyrosine-protein phosphatase non-receptor type 22 (Homo sapiens), Q9Y2R2; recombinant LYP; 0 = plate median, 100 = signal doubled; activation, % at 2 µM; actives 0.11% (n = 96,000); AID 697, 2007;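 active = activation at 2 µM above a set limit, the mean plus 5 SD, cut at about 37% in these data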
Active calls of the source: *; . = not tested or not shown. Cut-off read from the data, not from the text of the source, unless noted: active = inhibition above about 30%; inactive = the rest.

SMILES	PostGolgi ctrl	CYP2C9 act	PostGolgi yeast	PTK2B oligo ant	LYP inh 2	CYP2C9 inh	hDAT+cocaine	Ecoli WT expand	LYP act
CCOC(=O)CN1C(=O)COc2ccc(C(C)(C)C)cc21	23	0.9	-3	0.54	-18	10	0.033	0	15
CCOc1cc(S(=O)(=O)Nc2ccc(Cl)cn2)ccc1F	26	0	13	-0.24	0	96*	-0.14	2	-2
COc1ccc(-c2[nH]c(-c3cccc(OC)c3)nc2SCC(=O)NCc2ccco2)cc1	8	0.2	-4	.	2	84*	2.7	-23	-4
Cc1nc2c(cc(Oc3ccc(S(=O)(=O)N4CCOCC4)cn3)c3ccsc32)s1	14	0.1	-3	-0.34	6	90*	0.81	-8	-9
COc1cc(C(=O)Nc2c(C)cc(C)cc2C)c(-n2cnnn2)cc1OC	16	0.7	3	0.1	.	28	0.4	5	.
C/C=C/c1ccccc1OCc1ccc(C(=O)OC)o1	5	0.8	3	-0.18	-9	22	-0.77	8	12
COc1ccc(OC)c(N2C(=O)CC(Cc3ccc(C)cc3)C2=O)c1 (centres undefined)	.	.	.	0.16	-2	.	1.1	.	4
O=C1CCCN1CCCNCC(=O)N1c2ccccc2Sc2ccccc21	-1	0.9	1	0.09	-16	10	-0.22	1	14
CCS(=O)(=O)N1CCC(C(=O)OCC(=O)c2ccc(Br)cc2)CC1	.	.	.	0.89	-2	.	0.46	.	-1
CCn1c(CNc2ccc(Cl)cc2)nnc1SCCN1CCCCC1	.	.	.	0.37	-8	.	0.57	.	10
Cc1ccccc1Cn1cc(NC(=O)COc2ccccc2)cn1	8	0.6	0	0.15	-7	42	-0.6	17	11
CSCC[C@@H](C(=O)O)N1Cc2ccccc2C1=O	-6	1.2	-2	.	11	-24	-1.3	12	-12
Cc1c(C(=O)CN2CCOCC2)[nH]c2ccccc12	-2	1.2	-8	4.2	1	-16	-1.2	9	-2
CC(=O)Nc1ccc(N2S(=O)(=O)c3ccccc3S2(=O)=O)cc1	-2	2.3*	8	0.13	.	-133	-0.026	-5	.
Cc1ccsc1C(=O)OCc1csc(-c2ccccc2)n1	6	1.1	5	0.36	-8	-6	-0.42	5	6
C=C(C)Cn1c(NCCOC)nc2c1c(=O)[nH]c(=O)n2C	10	.	6	0.66	-4	.	0.63	-3	4
Cc1cc(C)c2nc(N3CCCC3)c(C#N)cc2c1	10	0.9	10	-0.23	-2	10	0.12	-2	3
Cc1occc1C(=O)Nc1nnc(-c2ccncc2)s1	3	0.1	-9	-0.85	.	90*	.	-9	.
Cc1nn(CC(=O)NCc2ccccc2)c(C)c1[N+](=O)[O-]	25	1	-3	0.45	12	0	0.87	5	-8
Cc1ccc(Cl)cc1N1CCN(S(=O)(=O)c2cnc[nH]2)CC1	-2	0	-2	.	-18	97*	-1.2	-7	14

Quoted from the entries so far, 2 compounds:
SMILES	PostGolgi ctrl	CYP2C9 act	PostGolgi yeast	PTK2B oligo ant	LYP inh 2	CYP2C9 inh	hDAT+cocaine	Ecoli WT expand	LYP act
CCOC(=O)CN1C(=O)COc2ccc(C(C)(C)C)cc21	23	0.9	-3	0.54	-18	10	0.033	0	15
CCOc1cc(S(=O)(=O)Nc2ccc(Cl)cn2)ccc1F	26	0	13	-0.24	0	96*	-0.14	2	-2

(more compounds)
SMILES	PostGolgi ctrl	CYP2C9 act	PostGolgi yeast	PTK2B oligo ant	LYP inh 2	CYP2C9 inh	hDAT+cocaine	Ecoli WT expand	LYP act
Cc1cc(C)nc(/N=C(\N)Nc2ccc(C)c([N+](=O)[O-])c2)n1	4	1	-12	0.2	3	-4	0.79	5	0
CC1(N2CCOCC2)CC2(O)C(=[N+]1[O-])CCc1c2no[n+]1[O-] (centres undefined)	-1	1	6	0.29	.	0	-0.85	8	.
COc1cccc(CNCCNC(=O)c2nonc2N)c1	-1	1.1	-5	0.36	1	-8	-0.3	-2	2
Cc1ccc(S(=O)(=O)CNC(=S)c2ccc3ccccc3c2)cc1	5	0.4	9	2	0	60*	-0.63	28	1
CCOC(=O)N1N=C(c2ccccc2)CC1(O)C(F)(F)F (centres undefined)	9	0.8	-7	-0.08	-6	19	.	4	9
COc1ccc(-c2ccc(SCC(=O)N3CCCC3)nn2)cc1OC	8	1.1	-6	1.2	7	-6	0.97	-9	-6
O=C(C1CCCN(S(=O)(=O)c2ccc(Cl)cc2)C1)N(Cc1cccs1)C1CC1 (centres undefined)	21	0.9	94*	-0.59	.	13	-0.025	0	.
COc1cccc(N2CCN(Cc3nc(N)nc(Nc4ccccc4)n3)CC2)c1	2	0.9	-4	-0.31	-8	6	1.6	1	4
O=C(Nc1cc(F)ccc1F)C1CCCO1 (centres undefined)	1	1.1	15	-0.31	-5	-10	0.86	1	5
COc1ccc(OCCNS(=O)(=O)c2ccc3oc4ccccc4c3c2)cc1	17	0.6	2	-0.67	-5	39	-0.66	-7	10
Cc1nc(CS(=O)c2ccc(Cl)cc2)cc(NCc2ccc(Cl)cc2Cl)n1 (centres undefined)	35*	0	4	0.91	4	96*	2.6*	0	-2
CN(C)c1ccc(CNCCC2CCOC(C)(C)C2)cc1 (centres undefined)	-1	1	-7	.	0	-5	1.2	5	2
Cc1c(NC(=O)NC(C)N2C(=O)C3C4C=CC(C4)C3C2=O)c(=O)n(-c2ccccc2)n1C (centres undefined)	15	1.2	6	2.7	7	-18	-0.084	3	-8
CC(C)(C)N1CC(c2nc3ccccc3n2CCOc2ccccc2)CC1=O (centres undefined)	-2	0.2	8	-0.67	-1	83*	1.2	3	1
COC(=O)c1c(C)oc2ccc(OC(=O)N3CCOCC3)cc12	1	1.1	0	0.72	5	-13	-0.9	3	-7
O=C(NN1C(=O)c2ccccc2NC1c1ccccn1)c1ccc(Br)cc1 (centres undefined)	16	0.7	-3	0.09	6	33	0.77	0	-2
CC1(C)CC2CC(C)(CN2C(=O)Cc2ccccc2)C1 (centres undefined)	.	.	.	0.5	-5	.	-0.14	.	6
O=C(C1CCCCN1S(=O)(=O)c1ccccc1)N1CCN(Cc2ccccc2)CC1 (centres undefined)	3	1.1	-3	0.3	13	-11	-0.74	-1	-11
CCCCN(CC)S(=O)(=O)c1ccc2c(c1)CCCN2C(C)=O	18	1.2	2	1.5	7	-19	-0.094	-4	-6
CC(C)(C)n1nnnc1C(c1cccnc1)N1CCN(c2ccccc2F)CC1 (centres undefined)	.	.	.	0.2	-7	.	0.79	.	6
CCOC(=O)c1sc(NC(=O)CSc2nc(-c3ccco3)cc(C(F)(F)F)n2)c(C#N)c1C	-8	0.3	-10	0.94	-6	74*	0.18	0	3
COC(=O)CN(c1nc(C)c(Cl)c(OC)n1)S(=O)(=O)c1ccc(C)cc1	15	0.7	-4	-1.7	-6	34	0.022	-11	6
CCOC(=O)C(C)Oc1ccc2c(C)cc(=O)oc2c1C(C)=O (centres undefined)	3	0.9	33*	0.33	0	7	-1.2	-1	2
O=C(NC1CC2CCCC(C1)N2Cc1ccco1)NC12CC3CC(CC(C3)C1)C2 (centres undefined)	8	1.1	-4	0.8	-4	-5	-7.4*	2	2
CCOC(=O)COc1ccsc1C(=O)OC	7	1.1	-1	1.4	13	-10	-0.03	5	-9
COc1cc(OC)cc(-n2nc(C(=O)NCCCN3CCOCC3)c3ccccc3c2=O)c1	1	0.9	1	-0.6	.	9	1	6	.
CCN1C=C(Cc2ccc(F)cc2)C2=C(C1)C(c1ccc(F)cc1)C(C#N)=C(N)O2 (centres undefined)	-1	0.9	10	-0.5	-12	12	-0.41	-7	11
CCOc1ccc2nc(N3CCCCCC3)sc2c1	18	0.9	-7	0.55	7	7	0.41	6	-7
Fc1ccc(Oc2cc(N3CCOCC3)nc(-c3ccccc3)n2)c(F)c1	29	1.1	-6	1.3	6	-9	-1.7	-7	-2
Cc1ccc(S(=O)(=O)NC(c2ccccc2)C(C)C(=O)n2nc(C)cc2C)cc1 (centres undefined)	9	0.5	-5	-0.7	-13	50	0.13	-6	12
Cn1nc(C(F)(F)F)c2cc(NC(=O)OCc3ccc(C(C)(C)C)cc3)sc21	38*	0.5	-5	-0.62	3	52*	1.1	-4	-2
N#C/C(=C/c1ccc(N2CCCC2)c([N+](=O)[O-])c1)c1nc2ccccc2[nH]1	2	0.4	4	-0.57	12	58*	-0.47	-15	-7
CC(=O)c1c(C)[nH]c(C(=O)Nc2c(C)n(C)n(-c3ccccc3)c2=O)c1C	.	1.1	.	0.17	7	-10	-2	.	-8
O=S(=O)(Nc1cccnc1)c1cccc(Cl)c1	-8	0.8	7	1.4	7	15	0.35	9	-8
Cc1cc(C)c2c(-n3cccc3)c(C(=O)NNS(=O)(=O)c3ccc(F)cc3)sc2n1	4	0	-10	-0.1	2	98*	1.8	16	-1
O=C(Cn1cccc1C(=O)c1ccccc1)NCc1ccccn1	5	0.9	-1	0.04	-3	10	-0.69	5	2

Compounds listed so far that have a thiophene ring, fused or not, in the order listed:
SMILES	PostGolgi ctrl	CYP2C9 act	PostGolgi yeast	PTK2B oligo ant	LYP inh 2	CYP2C9 inh	hDAT+cocaine	Ecoli WT expand	LYP act
Cc1nc2c(cc(Oc3ccc(S(=O)(=O)N4CCOCC4)cn3)c3ccsc32)s1	14	0.1	-3	-0.34	6	90*	0.81	-8	-9
Cc1ccsc1C(=O)OCc1csc(-c2ccccc2)n1	6	1.1	5	0.36	-8	-6	-0.42	5	6
O=C(C1CCCN(S(=O)(=O)c2ccc(Cl)cc2)C1)N(Cc1cccs1)C1CC1 (centres undefined)	21	0.9	94*	-0.59	.	13	-0.025	0	.
CCOC(=O)c1sc(NC(=O)CSc2nc(-c3ccco3)cc(C(F)(F)F)n2)c(C#N)c1C	-8	0.3	-10	0.94	-6	74*	0.18	0	3
CCOC(=O)COc1ccsc1C(=O)OC	7	1.1	-1	1.4	13	-10	-0.03	5	-9
Cn1nc(C(F)(F)F)c2cc(NC(=O)OCc3ccc(C(C)(C)C)cc3)sc21	38*	0.5	-5	-0.62	3	52*	1.1	-4	-2
Cc1cc(C)c2c(-n3cccc3)c(C(=O)NNS(=O)(=O)c3ccc(F)cc3)sc2n1	4	0	-10	-0.1	2	98*	1.8	16	-1

High-throughput results from PubChem.
